Compound activity from PubChem.
Vif-APOBEC3G blk: inhibitors of Vif-APOBEC3G interaction; Q9HC16; HeLa A3G-eYFP + Vif (tagged APOBEC3G with the HIV-1 protein that degrades it), YFP fluorescence, overnight; Potency, µM (doses to about 46.1 µM), for the others: top-dose activity, negative = active, hits mostly inhibitors; actives 0.076% (n = 410,000);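 further: potency means the concentration at half of the fitted maximal effect; on the % scale 0 is the no-effect control and ±100 the full control effect; nearly all actives have a fitted effect of over 60% in size; hits raise eYFP signal because A3G escapes Vif-driven loss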
Target sequence (Q9HC16 whole entry, looked up): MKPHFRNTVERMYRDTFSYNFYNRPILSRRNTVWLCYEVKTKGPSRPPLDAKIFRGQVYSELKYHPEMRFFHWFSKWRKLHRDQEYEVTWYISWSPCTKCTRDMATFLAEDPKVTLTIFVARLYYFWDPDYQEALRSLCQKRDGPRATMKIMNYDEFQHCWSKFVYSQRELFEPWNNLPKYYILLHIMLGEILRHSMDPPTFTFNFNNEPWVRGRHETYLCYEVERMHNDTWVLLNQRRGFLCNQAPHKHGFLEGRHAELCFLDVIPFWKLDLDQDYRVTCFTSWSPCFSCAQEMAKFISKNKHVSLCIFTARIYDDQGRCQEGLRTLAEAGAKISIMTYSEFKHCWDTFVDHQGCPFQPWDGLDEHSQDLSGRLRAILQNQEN
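Read-out is eYFP fluorescence (Ex 488/Em 500-530) from Vif-expressing HeLa A3G-eYFP cells; more signal means A3G escaped Vif-mediated degradation. Cells plated overnight, compound pinned in, incubated overnight at 37 deg C.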
Glioma ERSR ind: inducers of ER stress response in human glioma cells; actives 0.02% (n = 420,000); Potency, µM, for inactives: top-dose activation, hits mostly activators; U87-MG GRP78 promoter luciferase reporter, 16 h; further: potency means the concentration at half of the fitted maximal effect; series mostly up to about 76 µM; % of control where 0% means no effect; nearly all actives have a fitted effect of over 35% in size
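Stably transfected U87-MG glioma cells carrying a GRP78-based luciferase sensor; 16 h compound incubation. Luminescence end-point read 10 min after Bright-Glo addition at room temperature.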
LDHA block: inhibitors of human lactate dehydrogenase A; P00338; purified LDHA, NADH/diaphorase-resazurin fluorescence; active compounds read low; activity change, % (values are at about 110 or 230 µM); actives 0.15% (n = 480,000); AID 1347041; in the data active means activity change below about -30%; inconclusive means mostly about -25% to -30%;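 further: plate controls were DMSO wells for no effect and wells without enzyme for full effect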
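Human LDH5 (2 nM) was incubated with 0.06 mM NADH and 0.2 mM pyruvate for 5 min at room temperature in Tris pH 7.4. Remaining NADH was coupled through diaphorase/resazurin, and resorufin fluorescence was read at 0 and 20 min.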
RXFP1 agonist: agonists of human relaxin receptor RXFP1 | Q9HBX9 | HEK293T-RXFP1 cAMP TR-FRET, 30 min; response scale: percent of porcine relaxin response, buffer zero | Potency, µM (doses to about 57.5 µM), for inactives: at the top dose activation, hits mostly activators | actives 0.3% (n = 370,000) | AID 2676; further: potency means the concentration at half of the fitted maximal effect; on the % scale 0 is the no-effect control and ±100 the full control effect; nearly all actives have a fitted effect of over 60% in size; many of its hits are not listed in these tables
Target sequence (Q9HBX9 whole entry, looked up): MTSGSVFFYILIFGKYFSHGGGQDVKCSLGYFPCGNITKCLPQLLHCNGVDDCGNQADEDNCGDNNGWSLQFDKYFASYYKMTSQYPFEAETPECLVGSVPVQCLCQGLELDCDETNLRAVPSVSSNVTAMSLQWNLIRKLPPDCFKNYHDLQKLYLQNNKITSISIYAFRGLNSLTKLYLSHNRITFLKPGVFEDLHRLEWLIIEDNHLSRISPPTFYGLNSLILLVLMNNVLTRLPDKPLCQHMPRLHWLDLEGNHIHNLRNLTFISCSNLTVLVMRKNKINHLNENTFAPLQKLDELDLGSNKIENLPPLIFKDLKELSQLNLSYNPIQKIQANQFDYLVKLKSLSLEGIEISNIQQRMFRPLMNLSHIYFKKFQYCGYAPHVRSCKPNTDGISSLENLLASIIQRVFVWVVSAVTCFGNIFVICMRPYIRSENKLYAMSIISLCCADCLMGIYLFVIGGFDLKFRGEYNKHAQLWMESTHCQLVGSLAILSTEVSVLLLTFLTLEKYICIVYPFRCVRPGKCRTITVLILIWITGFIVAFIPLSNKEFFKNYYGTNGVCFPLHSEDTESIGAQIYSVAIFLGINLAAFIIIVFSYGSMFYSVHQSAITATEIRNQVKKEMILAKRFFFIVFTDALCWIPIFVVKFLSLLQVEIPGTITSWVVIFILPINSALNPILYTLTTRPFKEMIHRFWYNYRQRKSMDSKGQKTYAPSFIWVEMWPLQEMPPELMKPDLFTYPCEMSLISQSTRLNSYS
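cAMP rise read by TR-FRET after 30 min, 37C compound exposure (up to 58 uM) in RXFP1-transfected HEK293 cells with Ro 20174 present. EC50 from Hill-equation fits, with 29 nM porcine relaxin as 100% and buffer as basal.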
IDH1 R132H inh: inhibitors of human mutant IDH1 R132H. actives 0.093% (n = 390,000). Potency, µM (highest dose often 76.6 µM), without a hit: top-dose activity change, negative = inhibition, actives largely listed as inhibitors. AID 602179. O75874. IDH1-R132H enzyme, NADPH consumption, diaphorase/resazurin fluorescence; further: potency means the concentration at half of the fitted maximal effect; on the % scale 0 is the no-effect control and ±100 the full control effect; nearly all actives have a fitted effect of over 65% in size
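IDH1-R132H (0.5 ug/mL) preincubated 30 min with compound, then NADPH (0.016 mM) and alpha-KG (2 mM) added; 80 min at RT, pH 7.5. Remaining NADPH coupled via diaphorase/resazurin to fluorescence (540/590 nm); concentration-response curves normalized to no-enzyme control.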
USP1 inh: inhibitors of human USP1/UAF1 deubiquitinase; recombinant USP1/UAF1, Ub-Rhodamine cleavage fluorescence; Potency, µM (highest dose often 57.1 µM), for the others: at the highest dose activity change, negative = inhibition, actives largely listed as inhibitors; actives 0.23% (n = 390,000); further: potency means the concentration at half of the fitted maximal effect; on the % scale 0 is the no-effect control and ±100 the full control effect; nearly all actives have a fitted effect of over 60% in size; inactives centre near -12
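USP1/UAF1 complex at 1 nM was preincubated with compound for 15 min at room temperature, then Ub-Rho substrate (150nM final) was added. Fluorescence (480/540 nm) was read kinetically, 6 reads every 60 seconds.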
Vif-A3F inh: Vif-A3F binding inhibition; HeLa A3F-eYFP + Vif (tagged APOBEC3F with the HIV-1 protein that degrades it), YFP fluorescence increase; Potency, µM (highest dose often 46.1 µM), for inactives: at the highest dose activity, negative = active; actives 0.2% (n = 390,000); further: potency means the concentration at half of the fitted maximal effect; % of control where 0% means no effect; nearly all actives have a fitted effect of over 65% in size
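Fluorescence increase (Ex 488/Em 500-530) after overnight compound treatment at 37 deg C flags inhibition of Vif-driven A3F-eYFP loss in stable HeLa A3F-eYFP/Vif cells seeded overnight beforehand.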
TrxR1 substrate: substrates of rat thioredoxin reductase 1; O89049; purified TrxR1 substrate turnover, NADPH consumption readout; Potency, µM (series often up to 114 µM), inactives show at the highest dose activity change, negative = substrate turnover; actives 0.01% (n = 390,000); AID 588456; further: potency means the concentration at half of the fitted maximal effect; on the % scale 0 is the no-effect control and ±100 the full control effect; nearly all actives have a fitted effect of over 50% in size
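Rat TrxR1, dispensed at 90 nM, was prereduced with 400 uM NADPH (final) for 5 min at ~22 deg C, then incubated with compound 15 min before 400 uM selenite. A first-read NADPH fluorescence drop versus no-compound background flagged substrates.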
PI4K2A inh: PI4K2A (human) kinase inhibition; purified PI4K2A, ADP-Glo luminescence, 1 h; active compounds read low; activity change, negative = inhibition, % at 76.9 µM; AID 1346378; actives 0.13% (n = 420,000); Q9BTU6; in the data active means activity change below about -50%; inconclusive means mostly about -30% to -49%;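 further: -100% = wells without enzyme as full effect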
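Compounds are screened against recombinant PI4K2A using PI as substrate and ATP, the latter dispensed at 300 microM. Reactions run one hour at ambient temperature before ADP-Glo detection; full inhibition defined by wells lacking enzyme.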
Active calls of the source: *; ? = inconclusive; . = not tested or not shown; [ ] = remark or other dose. Unless noted, the call rests on the fitted dose curve; in most records, active means well fitted curve in the direction sought with a large enough effect; inconclusive means small, poorly fitted or top-dose-only effect, or another doubt; inactive means no such curve, though single readings can be large; an effect the other way counts as inactive or inconclusive.

SMILES	Vif-APOBEC3G blk	Glioma ERSR ind	LDHA block	RXFP1 agonist	IDH1 R132H inh	USP1 inh	Vif-A3F inh	TrxR1 substrate	PI4K2A inh
O=C(CC1SC(N2CCCCC2)=NC1=O)Nc1ccc(C(=O)NCCc2ccc(F)cc2)cc1 (configuration not stated)	-9%	-1%	-6	-1.0%	2%	-2%	-8%	-11%	2
Cc1cc(Br)ccc1NC(=S)NC1CCCC1	5%	-4%	-3	-1.7%	-1%	-17%	?	-4%	0
CC(C(=O)Nc1ccc2c(c1)OCO2)N1CCC(N2CCCCC2)CC1 (configuration not stated)	5%	-2%	-19	-1.4%	-1%	-19%	-1%	0%	-1
O=C(NCCCN1CCOCC1)c1onc(CSc2ccncc2)c1C(=O)NCCCN1CCOCC1	2%	-3%	-6	.	-13%	-13%	5%	12%[57.1 µM]	4
COc1ccc(-n2nnc3c(=O)n(C/C=C/c4ccccc4)cnc32)cc1	1%	-3%	-2	0.6%	6%	-19%	1%	6%	-7
CCOC(=O)c1c(C)oc2nc(C)nc(N(C)Cc3ccccc3)c12	-1%	-1%	3	-0.6%	7%	-4%	2%	-11%	-5
COC(=O)C1[C@H]2C(=O)N(Cc3cccs3)C[C@]23C=C[C@H]1O3 (some centres not stated)	4%	-4%	-3	-0.8%	9%	-4%	-6%	-5%	-4
Cc1nc(NC(=O)c2ccccc2[N+](=O)[O-])sc1C(=O)N(C)C	0%	-2%	0	-0.9%	5%	-10%	0%	-11%	0
CCOc1ccc(Oc2cc(NC(=O)c3ccco3)cc([N+](=O)[O-])c2)cc1	-3%	-2%	0	-0.3%	0%	-14%	-2%	17%[57.1 µM]	1
Cc1noc(C)c1COC(=O)CNC(=O)c1ccc(Cl)cc1	1%	-2%	0	0.8%	-10%	-24%	-14%	5%	2
Cc1cccc(C)c1N1CCN(C(=O)Nc2ccc3c(c2)OCCO3)CC1	1%	14%	-6	-5.8%	18%	-14%	3%	-5%	-1
O=C(Nc1ccc(OCCO)cc1)c1csc([C@@H]2C[C@H](O)[C@@H](CO)O2)n1	-2%	-4%	-2	.	.	.	.	.	1
COc1cc(SC)ccc1C(=O)OCC(=O)N1CCN(C(C)=O)CC1	0%	-7%	0	-0.9%	2%	-8%	0%	-3%	-4
CCOC(=O)CC(NC(=O)N1CCC(CN2CCC(C)CC2)CC1)c1ccccc1 (configuration not stated)	2%	-2%	-4	0.9%	-27%	-20%	-1%	-1%[57.1 µM]	-12
COc1ccccc1OCc1nnc(SCC(=O)c2cc(Cl)ccc2OC)o1	2%	2%	-4	6.4%	0%	-5%	-4%	9%	2
COc1ccc(OC)c(S(=O)(=O)Nc2cccc(O)c2)c1	0%	-2%	6	.	-1%	-14%	-12%	15%[57.1 µM]	-1
COCCN1C[C@@H](CO)O[C@@H](n2cnc3c(NCC(C)C)ncnc32)C1	2%	0%	-2	.	.	.	.	.	-1
COc1ccccc1N(CC(=O)N1CCCCCC1)S(=O)(=O)c1ccc(C)cc1	-6%	-5%	-5	2.8%	8%	-18%	0%	5%[57.1 µM]	0
CCC(CO)N=C1CC(C)(C)CC(=O)/C1=C(/O)CCCN1C(=O)c2ccccc2C1=O (configuration not stated)	-14%	-2%	1	-1.5%	-4%	-22%	-18%	6%	0
C=CCNC(=O)C1CC(=O)N(c2ccc(OCc3ccccc3Cl)cc2)C1 (configuration not stated)	1%	6%	-3	0.8%	10%	4%	5%	4%	-3
COc1ccccc1N(C)S(=O)(=O)c1ccc(C(=O)Nc2ccc3nc(C)sc3c2)cc1	-2%	-5%	5	1.7%	1%	-14%	1%	1%	-1
COC(=O)[C@@H](Cc1c[nH]c2ccccc12)NC(=O)C1CCCN(S(=O)(=O)c2ccc(C)cc2)C1 (some centres not stated)	2%	-3%	0	0.4%	-4%	-19%	3%	4%	-2
COc1cccc(NC(=O)[C@@H]2CCCN2C(=O)C2CCN(S(=O)(=O)c3ccc(C)cc3)CC2)c1	-4%	-3%	-2	0.0%	0%	-10%	-15%	7%[57.1 µM]	-1
CC(C)CN1C(=O)C(=O)N(CC(=O)c2ccc[nH]2)C1=O	0%	1%	-3	1.1%	3%	-2%	-4%	-6%	4
CC(C)Cn1c(-c2cc([N+](=O)[O-])ccc2Cl)nc2c1c(=O)[nH]c(=O)n2Cc1ccccc1	-8%	-3%	-9	-0.9%	-4%	-15%	-23%	-8%	2
O=C1CC(N2CCSCC2)C(=O)N1CCc1ccccc1 (configuration not stated)	5%	3%	-5	-1.0%	2%	-18%	0%	4%	-2
COc1ccc(CCNC(=O)c2ccc3c(c2)c(C)c(C)n3Cc2ccccc2)c(OC)c1OC	0%	1%	3	-1.4%	11%	-13%	-1%	7%[57.1 µM]	-1
CCN(CC)CCOC(=O)c1ccc(NC(=O)CNC(=O)C2CCCCC2)cc1	0%	-3%	0	-0.4%	2%	0%	-6%	-4%	1
C#CC1(N2CCCCC2)CCCCC1	3%	1%	-9	.	-9%	-26%	-26%	.	0
O=C(Nc1ccccc1)/C(=C/c1cccnc1)NC(=O)c1ccccc1	6%	-4%	-9	-1.4%	-3%	-21%	2%	-8%	-1
O=C(c1cccs1)N1CCC(c2nc3c(nnn3Cc3c(Cl)cccc3Cl)c(=O)[nH]2)CC1	-1%	-6%	-7	0.7%	-12%	-18%	-8%	9%[57.1 µM]	-3
O=C(NCc1ccccn1)/C(=N/O)c1ccccc1	-1%	-2%	-3	0.7%	-1%	-16%	1%	5%	2
O=C(COC(=O)c1ccc2[nH]c3c(c2c1)CCCC3)Nc1ccccc1	-16%	10%	-3	2.9%	6%	-24%	?	2%[57.1 µM]	2
O=C(Cc1cccc2ccccc12)NCCC1=CCCCC1	1%	-6%	-2	0.8%	3%	-19%	0%	-14%	1
CCn1ncc(Br)c1C(=O)Nc1cc([N+](=O)[O-])ccc1C	-13%	-2%	-9	1.5%	5%	-17%	-19%	-6%	-5
O=S(=O)(NCc1ccco1)c1ccc(S(=O)(=O)N2CCCC2)cc1	6%	0%	-14	-0.9%	-9%	-9%	-11%	11%	-1
COC(=O)Cn1c2ccc(F)cc2c2nc(C)sc21	-8%	-4%	13	1.7%	3%	-22%	-8%	4%	7
Cc1ccc(S(=O)(=O)C2C(=O)N(C)C3(C)CC2c2ccccc2O3)cc1C (configuration not stated)	3%	2%	-7	1.3%	-2%	-18%	-14%	-4%[57.1 µM]	0
CCOc1ccc(C(CC(=O)O)NC(=O)C(c2ccccc2)c2ccccc2)cc1OC (configuration not stated)	0%	-3%	2	-0.4%	0%	-12%	1%	-1%	4
CC1CCCN(C(=O)CSc2nnc(-c3ccc(O)cc3)o2)C1 (configuration not stated)	0%	1%	3	-2.5%	0%	-16%	-1%	-16%	0
Cc1ccc(OCC(=O)Nc2cccc(OCc3cc(=O)n4ccccc4n3)c2)cc1C	6%	0%	-1	?	1%	2%	3%	19%[57.1 µM]	1
COC(=O)c1[nH]c2ccccc2c1NC(=O)c1ccccc1[N+](=O)[O-]	-1%	-1%	-5	-0.7%	7%	-10%	-1%	-9%	-2
OC(c1ccccc1)(c1nc(-c2ccc(F)c(Cl)c2)cs1)C(F)(F)F (configuration not stated)	-8%	-12%	-13	.	.	.	.	.	4
CCCCCCCC(=O)Nc1cc(C(=O)NCc2ccc(C)cc2)ccc1N1CCC2(CC1)CC(c1cccc(Br)c1)=NO2	-1%	-2%	-7	0.1%	-14%	?	-4%	2%	0
O=C1CC(=O)N(c2cccc(F)c2)N1	3%	-3%	7	1.4%	-9%	-15%	9%	5%	-6
COc1ccc(N2CCN(Cc3nc(N)nc(Nc4ccccc4OC)n3)CC2)cc1	-6%	-2%	3	-0.6%	-4%	-8%	.	-3%	-1
COc1ccc(CN=C2NN=C(c3ccc(Cl)cc3)CS2)cc1	2%	-4%	-10	2.8%	5%	-6%	7%	4%[57.1 µM]	1
CC(C)NC(=O)NC(=O)COC(=O)c1cc[n+]([O-])cc1	0%	-3%	-7	-1.3%	2%	0%	-6%	12%[57.1 µM]	-5
CCOc1ccccc1C(=O)Nc1ccc(S(=O)(=O)N2CCOCC2)cc1	-1%	-8%	-2	-0.1%	1%	-10%	-1%	-5%	13
Cc1ccccc1N=CC1=C(O)c2ccccc2C1=O	-3%	-16%	1	1.7%	4%	-11%	8%	8%[57.1 µM]	?
COc1ccccc1S(=O)(=O)Cc1ccc(C(=O)N2CCN(c3cccc(Cl)c3)CC2)o1	-18%	-6%	5	-0.1%	7%	-12%	2%	1%	-2
O=C(CNc1cccc(S(=O)(=O)N2CCCCC2)c1)Nc1ccc(C(F)(F)F)cc1	-10%	-5%	2	.	-2%	-33%	-4%	.	-2
CCn1c(C(=O)O)c(CC(=O)Nc2ccc(Br)cc2C)c2ccccc21	-16%	-4%	0	3.1%	0%	-24%	3%	2%	-1

Profiles, quoted from the list:
`O=C(CNc1cccc(S(=O)(=O)N2CCCCC2)c1)Nc1ccc(C(F)(F)F)cc1` across the screens: Vif-APOBEC3G blk = -10%; Glioma ERSR ind = -5%; LDHA block = 2; RXFP1 agonist = .; IDH1 R132H inh = -2%; USP1 inh = -33%; Vif-A3F inh = -4%; TrxR1 substrate = .; PI4K2A inh = -2
`COc1ccccc1S(=O)(=O)Cc1ccc(C(=O)N2CCN(c3cccc(Cl)c3)CC2)o1` across the screens: Vif-APOBEC3G blk = -18%; Glioma ERSR ind = -6%; LDHA block = 5; RXFP1 agonist = -0.1%; IDH1 R132H inh = 7%; USP1 inh = -12%; Vif-A3F inh = 2%; TrxR1 substrate = 1%; PI4K2A inh = -2

This is a subset (hit frequency here may not be typical).
